Assay outcomes as filed in PubChem BioAssay.
Tau fluor counter: Counterscreen qHTS for Inhibitors of Tau Fibril Formation, Fluorescence Polarization; actives 0.93% (n = 280,000); tau K18 P301L Alexa594 fluorescence, heparin fibrillization; Potency, µM (doses to about 57.7 µM), for the others: at the top dose activity change, negative = decrease; also: % is scaled to controls: 0 for no effect and ±100 for the full control effect; nearly all actives have a fitted effect of over 55% in size
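Human tau K18 P301L (15 uM unlabeled, 0.24 uM Alexa 594-labeled) in 100 mM sodium acetate pH 7 with 20 uM heparin, 6 hr at 37 C. ThT 30 uM added, 1 hr ambient; Alexa 594 FP and total fluorescence read at 555/632 nm.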
Tau FP inhib: qHTS for Inhibitors of Tau Fibril Formation, Fluorescence Polarization; Microtubule-associated protein tau (Homo sapiens), P10636; K18 P301L tau heparin fibrillization, Alexa594 FP, 6 h; Potency, µM (series often up to 57.7 µM), inactives show at the top dose activity, negative = inhibition, usual class: inhibitors; actives 0.39% (n = 280,000); AID 1468, 2008; also: % is scaled to controls: 0 for no effect and ±100 for the full control effect; nearly all actives have a fitted effect of over 55% in size
Target sequence (P10636 561-689 P618L limits assumed): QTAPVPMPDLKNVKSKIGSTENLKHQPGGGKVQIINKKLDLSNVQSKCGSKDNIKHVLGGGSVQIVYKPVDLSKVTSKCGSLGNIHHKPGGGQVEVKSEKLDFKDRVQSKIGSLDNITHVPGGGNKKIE
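Recombinant K18 P301L […], labeled with Alexa 594 at 0.24 uM over 15 uM unlabeled; heparin inducer 20 uM final; 37 C, 6 hr; FP endpoint.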
Tau ThT inhib: qHTS for Inhibitors of Tau Fibril Formation, Thioflavin T Binding; recombinant tau K18 P301L, heparin-induced fibrillization, ThT fluorescence; actives 2.1% (n = 270,000); AID 1460, 2008; Potency, µM (titrated, usually from 57.4 µM), for inactives: at the top dose activity, negative = inhibition, usual class: inhibitors; Microtubule-associated protein tau (Homo sapiens), P10636; also: % is scaled to controls: 0 for no effect and ±100 for the full control effect; nearly all actives have a fitted effect of over 55% in size
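Using a mix of unlabeled (15 uM) and Alexa 594-labeled (0.24 uM) tau K18 P301L, heparin-triggered fibrillization over 6 hr at 37 C was scored by ThT fluorescence.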
HTT ATP protect: qHTS Multiplex Assay to Identify Dual Action Probes in a Cell Model of Huntington: Cytoprotection (ATP); PC12 HTT-Q103 induced, cytoprotection, ATP luminescence, 40 h; Potency, µM (highest dose often 56.4 µM), for the others: cytoprotection (ATP increase), most hits filed as activators; actives 0.14% (n = 230,000);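 also: % of control where 0% means no effect; nearly all actives have a fitted effect of over 45% in size; toxic huntingtin expression switched on by the ecdysone agonist tebufenozide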
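Readout: ATPlite luminescence (ATP level). Model: stable PC12, inducible Htt exon1 Q103-GFP. Inducer: tebufenozide, 100 nM final. Compounds: dose series. No G418 in medium.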
SMN2 splice enh: qHTS Assay for Enhancers of SMN2 Splice Variant Expression. Potency, µM (series often up to 46.1 µM), for inactives: at the top dose activity change, positive = activation, most hits filed as activators. actives 2.8% (n = 210,000). HEK293 SMN2-luciferase splicing reporter, luminescence, 30-36 h; also: % of control where 0% means no effect; nearly all actives have a fitted effect of over 55% in size
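HEK293 cells carry an SMN2 minigene-luciferase reporter in which exon 7 inclusion puts luciferase in frame. Cells were seeded at 2000 cells/well, attached for 10-12 hours, then exposed to compounds for 30-36 hours at 37C before ONE-Glo luminescence.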
HTT aggregate: qHTS Multiplex Assay to Identify Dual Action Probes in a Cell Model of Huntington: Aggregate Formation (GFP). PC12 HttQ103-GFP aggregates, Acumen cytometry, 40 h. Potency, µM (titrated, usually from 46.1 µM), inactives show top-dose activity change, negative = inhibition, actives largely listed as inhibitors. AID 1688, 2009. actives 1.1% (n = 220,000); also: % is scaled to controls: 0 for no effect and ±100 for the full control effect; nearly all actives have a fitted effect of over 60% in size
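Compounds (qHTS titration) were added to PC12 cells expressing an ecdysone-driven HTT exon 1 Q103–GFP fusion after induction with 100 nM tebufenozide. Aggregate formation was measured as GFP objects in cell lysates.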
ALDH1A1 inh: qHTS Assay for Inhibitors of Aldehyde Dehydrogenase 1 (ALDH1A1); Purified ALDH1A1, NADH fluorescence, propionaldehyde substrate; Aldehyde dehydrogenase 1A1 (Homo sapiens), P00352; actives 7.3% (n = 220,000); AID 1030, 2008; Potency, µM (titrated, usually from 75.3 µM), for the others: at the top dose activity, negative = inhibition, actives largely listed as inhibitors; active = well fitted inhibition curve with a large enough effect, not every such curve was filed as active; inconclusive = small, poorly fitted or top-dose-only effect, or another doubt; inactive = no such curve, though single readings can be large or run the other way;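 also: plate controls were no enzyme wells and a reference inhibitor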
Target sequence (P00352 whole entry, looked up): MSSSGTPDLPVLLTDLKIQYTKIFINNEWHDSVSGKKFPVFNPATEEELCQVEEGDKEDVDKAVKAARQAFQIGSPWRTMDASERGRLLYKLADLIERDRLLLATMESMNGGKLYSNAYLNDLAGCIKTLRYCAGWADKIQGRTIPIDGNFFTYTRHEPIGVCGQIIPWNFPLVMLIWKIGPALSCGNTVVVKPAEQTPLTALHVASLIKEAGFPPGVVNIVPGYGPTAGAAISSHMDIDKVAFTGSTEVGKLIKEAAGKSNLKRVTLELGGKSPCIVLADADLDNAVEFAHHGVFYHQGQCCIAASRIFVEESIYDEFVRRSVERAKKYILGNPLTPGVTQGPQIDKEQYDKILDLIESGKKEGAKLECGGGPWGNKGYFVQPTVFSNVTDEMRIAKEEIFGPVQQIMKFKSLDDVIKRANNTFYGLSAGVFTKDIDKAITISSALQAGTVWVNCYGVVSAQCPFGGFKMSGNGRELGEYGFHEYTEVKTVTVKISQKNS
JMJD2E inh: qHTS Assay for Inhibitors of Human Jumonji Domain Containing 2E (JMJD2E); JMJD2E catalytic domain, FDH-coupled NADH fluorescence (FDH is formaldehyde dehydrogenase); Lysine-specific demethylase 4E (Homo sapiens), B2RXH2; actives 1.6% (n = 230,000); Potency, µM (series often up to 57.1 µM), for the others: top-dose activity change, negative = inhibition, usual class: inhibitors; active = well fitted inhibition curve with a large enough effect, not every such curve was filed as active; inconclusive = small, poorly fitted or top-dose-only effect, or another doubt; inactive = no such curve, though single readings can be large or run the other way;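 also: 0% = wells with enzyme and -100% = buffer wells without enzyme; nearly all actives have a fitted effect of over 50% in size; many of its hits are not listed in these tables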
Target sequence (B2RXH2 1-337 limits assumed): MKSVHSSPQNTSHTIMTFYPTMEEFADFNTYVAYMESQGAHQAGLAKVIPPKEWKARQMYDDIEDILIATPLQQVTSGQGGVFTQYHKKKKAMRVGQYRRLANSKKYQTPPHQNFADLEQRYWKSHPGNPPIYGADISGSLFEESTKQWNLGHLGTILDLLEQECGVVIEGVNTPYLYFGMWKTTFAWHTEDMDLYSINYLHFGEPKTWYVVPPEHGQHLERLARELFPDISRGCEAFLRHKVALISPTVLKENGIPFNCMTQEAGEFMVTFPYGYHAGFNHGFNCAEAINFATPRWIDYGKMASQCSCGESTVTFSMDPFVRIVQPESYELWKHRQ
Starred values were filed as active, the others as inactive; u = inconclusive; x = no result given; [ ] = dose if it differs, or a comment. Unless noted, calls follow the shape of the dose curve; as a rule, active = well fitted curve in the direction sought with a large enough effect; inconclusive = small, poorly fitted or top-dose-only effect, or another doubt; inactive = no such curve, though single readings can be large; an effect the other way counts as inactive or inconclusive. Potency is read from the fitted curve at half-maximal effect. Some of the compounds tested, so the mix of outcomes need not match the whole.

SMILES	Tau fluor counter	Tau FP inhib	Tau ThT inhib	HTT ATP protect	SMN2 splice enh	HTT aggregate	ALDH1A1 inh	JMJD2E inh
Cn1c(=O)c2c(ncn2CC(COCc2ccc(Cl)cc2)OCc2ccc(Cl)cc2)n(C)c1=O (stereo not given)	-11.1%	10.0%	-23.8%	-24.6%	-23.4%	-11.3%	4.5%	-3.5%
Cc1cc(C(=O)OCC(=O)NC(C)C)c(C)o1	-9.6%	1.2%	-9.0%	5.9%	-13.7%	0.3%[9.22 µM]	7.9%	7.4%
O=C(OCC(=O)N1CCc2ccccc21)c1c2c(nc3ccccc13)CCCC2	-7.4%	-5.0%	5.2%	-1.1%[10 µM]	x	-15.9%	3.4%	-1.5%
CC(C)C(c1nnnn1Cc1ccccc1)N(CCCO)Cc1cc2cc3c(cc2[nH]c1=O)OCO3 (stereo not given)	-11.6%	-12.6%	-12.4%	-26.8%[10 µM]	12.1%	11.3%[9.22 µM]	u	u
Cc1cccnc1Nc1nc(-c2ccc(O)cc2O)cs1	-1.4%	8.8%	0.4%	-8.1%	x	0.5%	u	4.2%
c1ccc(-c2csc(N3CCc4ccccc4C3)n2)cc1	-23.4%	4.3%	u	-26.2%	12.4%	5.2%	-2.2%	3.3%
S=C(NCc1ccccc1)NCc1ccccn1	-6.3%	2.3%	x	12.9%[10 µM]	x	-12.2%[9.22 µM]	x	-1.6%
C/C(=N\NC(=O)CC1(C)OCCO1)c1cccs1	11.7%	-3.7%	7.5%	10.1%[10 µM]	18.5%	-0.4%	11.4%	7.0%
CCCC[C@@H]1C[C@H]1C(NC(=O)c1ccco1)c1ccc(-c2ccccc2)cc1 (stereo not given in full)	-0.6%	1.8%	-8.0%	-21.9%	-27.9%	x	-2.4%	16.3%
CCOC(=O)COc1cccc2c(=O)n(CC(=O)N3CCN(C(=O)OCC)CC3)ccc12	-2.7%	-0.3%	-9.1%	-14.4%	0.1%	-12.6%	1.6%	u
Cc1c(Cc2ccc3c(c2)OCO3)sc(NC(=O)C2CC2)c1C(N)=O	u	u	x	-27.9%[10 µM]	x	-0.9%[9.22 µM]	x	6.7%
Cc1ccc(CSCCNC(=O)CN(c2cc(C)ccc2C)S(C)(=O)=O)cc1	-18.1%	6.3%	-12.1%	-4.4%[10 µM]	-20.0%	u	u	0.9%
Cc1cccc(-c2ncc(CN3CCN(C4CCCC4)C(CCO)C3)cn2)c1 (stereo not given)	9.2%[2.34 µM]	9.8%	1.7%	u	x	u	u	2.1%
CCCN(CCC)C(=O)Cn1c(=O)n(-c2ccc(CC)cc2)c(=O)c2ccc(C(=O)NCCc3ccccc3)cc21	-11.9%	-4.7%	2.4%	x	-4.9%	x	x	x
Cc1ccccc1NC1=C/C(=N\S(=O)(=O)c2cccs2)c2ccccc2C1=O	u	-10.7%	8.91µM*	-111.4%[inhibitor]	-97.9%[inhibitor]	1.41µM*	u	12.6%
CSc1ncccc1C(=O)N1CCCC(C(=O)c2cc(F)ccc2F)C1 (stereo not given)	-2.8%	0.5%	-6.6%	-5.6%[10 µM]	x	-15.2%[9.22 µM]	0.8%	9.7%
C/C(=N/NC(=O)c1cccs1)c1cccs1	-4.3%	-9.3%	-1.8%	-11.8%[10 µM]	x	12.0%[9.22 µM]	x	-0.5%
c1ccc(COc2ccccc2CNC23CC4CC(CC(C4)C2)C3)cc1	10.9%	1.6%	7.1%	-18.9%[10 µM]	-87.9%[inhibitor]	5.7%	-13.2%	-3.4%
COc1ccc(CNC(=O)[C@H](C)NC(=O)C2CCN(S(=O)(=O)c3ccc(C)cc3)CC2)cc1	-10.0%	-12.1%	-4.2%	13.6%	8.6%	-30.1%	u	-2.8%
Cc1cccc(NC(=O)COc2ccccc2)c1	1.6%	4.2%	-10.8%	-12.5%[0.074 µM]	17.4%	-4.2%	4.3%	4.0%
COCCOC(=O)C1=C(C)NC(=O)NC1c1cccs1 (stereo not given)	9.1%	0.2%	12.5%	-31.7%	-6.7%	-6.2%	3.8%	1.9%
CCCCCCN1CC(O)=C(c2nc3ccccc3[nH]2)C1=N	3.5%	8.9%	-9.2%	-26.0%	x	14.4%	4.3%	-2.9%
CC(C)C(c1nnnn1C(C)(C)C)N1CCN(c2cccc(Cl)c2)CC1 (stereo not given)	-12.1%	-0.8%	-16.9%	-12.5%	-17.7%	u	4.0%	1.1%
CCCc1c(C(=O)OCC)[nH]c2c1C(=O)CCC2	-2.6%	-4.2%	-1.0%	0.6%	-7.2%	1.6%	-4.3%	5.3%
CC(=O)N(C)c1ccc(NC(=S)Nc2cccc3ccccc23)cc1	-24.2%	3.5%	u	3.4%[10 µM]	4.6%	-0.6%	u	u
CCOC(=O)C1=C(CSc2nc(-c3ccccc3)ccc2C#N)OC(N)=C(C#N)C1c1ccc(OC)cc1 (stereo not given)	u	-8.8%	u	-33.5%	-4.1%	3.2%	u	57.0%
COc1ccc(NS(=O)(=O)c2cc(NC(=O)/C=C/c3cc(OC)ccc3OC)ccc2N2CCCCC2)cc1	-21.1%	u	6.1%	-8.4%[10 µM]	u	5.5%	u	u
COc1ccc2nc(NC(=O)CSc3nnnn3C)sc2c1	-8.9%	-14.3%	u	-10.3%[10 µM]	x	5.0%[9.22 µM]	4.9%	u
COC(=O)CSC1=NS(=O)(=O)c2ccccc21	-7.7%	-9.5%	-14.8%	-1.3%[1.9 µM]	-6.3%	12.0%	-5.8%	-1.2%
O=c1c2cc(N3CCOCC3)ccc2[nH]c(=S)n1Cc1cccc(Cl)c1	-29.0%	2.1%	-7.7%	-15.4%	-18.3%	-1.0%	u	u
O=S(=O)(c1ccc(NC(=S)NN=C(C2CC2)C2CC2)cc1)N1CCOCC1	u	-1.0%	u	8.4%[10 µM]	x	-2.2%[9.22 µM]	x	u
CCn1c(O)c(N=NC(=O)c2cccc(S(=O)(=O)N3CCCCC3)c2)c2ccccc21	-23.5%	11.5%	u	-10.1%[10 µM]	x	u	-4.1%	-1.7%
O=c1c2ccccc2nc2c3ccccc3c(NCCN3CCOCC3)nn12	-6.7%	-4.8%	-8.7%	-116.6%[inhibitor]	-43.1%[inhibitor]	u	u	u
Cc1ccc(C(=O)NCCNS(C)(=O)=O)cc1	1.7%	3.8%	-3.3%	0.4%	x	0.0%	-3.7%	-1.9%
COc1ccc(Cn2c(CCC(=O)Nc3ccc(C)cc3C)nc3cccnc32)cc1	-17.0%	2.2%	u	x	7.8%	x	x	x
Cc1cc(C)nc(N/N=C/c2ccc3c(c2)OCCO3)n1	6.0%	-0.3%	-13.3%	-47.5%[inhibitor]	22.1%	u	-1.2%	-8.2%
CCCC(=O)Nc1cccc(-c2cn3ccsc3n2)c1	-6.0%	-6.0%	-3.0%	-28.5%	5.0%	9.5%	-3.4%	2.6%
CC1=C(C(=O)OCC2CCCO2)C(c2ccc(F)cc2)NC(=O)N1 (stereo not given)	-4.2%	0.0%	-1.1%	-7.9%[10 µM]	x	-9.1%[9.22 µM]	6.0%	-1.8%
CCc1ccc(NC(=S)N(CCCN2CCOCC2)Cc2ccco2)cc1	-1.6%	6.6%	-2.6%	-20.5%	-11.2%	0.5%	-2.3%	-2.2%
CC(=O)N1CCC(C(=O)Nc2nc(-c3ccccc3)ns2)CC1	-1.2%	-4.8%	0.6%	15.0%[10 µM]	-29.2%	-13.2%	-6.4%	5.5%

Three records drawn at random from the list so far, as already listed:
SMILES	Tau fluor counter	Tau FP inhib	Tau ThT inhib	HTT ATP protect	SMN2 splice enh	HTT aggregate	ALDH1A1 inh	JMJD2E inh
O=c1c2ccccc2nc2c3ccccc3c(NCCN3CCOCC3)nn12	-6.7%	-4.8%	-8.7%	-116.6%[inhibitor]	-43.1%[inhibitor]	u	u	u
Cc1cc(C)nc(N/N=C/c2ccc3c(c2)OCCO3)n1	6.0%	-0.3%	-13.3%	-47.5%[inhibitor]	22.1%	u	-1.2%	-8.2%
CCc1ccc(NC(=S)N(CCCN2CCOCC2)Cc2ccco2)cc1	-1.6%	6.6%	-2.6%	-20.5%	-11.2%	0.5%	-2.3%	-2.2%

The list goes on:
SMILES	Tau fluor counter	Tau FP inhib	Tau ThT inhib	HTT ATP protect	SMN2 splice enh	HTT aggregate	ALDH1A1 inh	JMJD2E inh
CCOc1ccc(NC(=O)C2CCCN(C(=O)NCc3ccccc3)C2)cc1 (stereo not given)	-8.1%	7.7%	-14.9%	10.2%[1.9 µM]	-14.6%	-12.0%	8.7%	4.1%
CCn1cc(Cl)c(C(=O)Nc2ccc3c(c2)OCCO3)n1	-11.5%	1.7%	-17.0%	-128.6%[inhibitor]	11.2µM*	-19.0%	-2.9%	-1.8%
O=C(Nc1ccc(-c2cn3ccsc3n2)cc1)C1COc2ccccc2O1 (stereo not given)	u	-7.3%	-14.6%	-38.0%	8.7%	-3.1%	0.4%	-2.5%
CN1C(=O)c2ccc(N(C)C)cc2C1=O	1.8%	4.8%	-12.7%	-12.2%[10 µM]	1.5%	-32.8%	u	4.4%
C=CCSc1nnc(-c2c[nH]c3ccccc23)n1CC	-13.9%	13.0%	-15.2%	-37.8%	3.0%	-18.3%	-8.2%	8.0%
COc1ccc(/C=C2\SC(=N)N(c3nccs3)C2=O)cc1OC	-10.6%	9.5%	10µM*	0.9%[10 µM]	-23.3%	17.3%	7.0%	-5.9%
COCC(=O)N(CCc1ccc(OC)cc1)Cc1nc2ccccc2c(=O)[nH]1	-6.1%	4.3%	-2.5%	13.1%	2.6%	5.7%	-2.6%	10.5%
C/C(=N\NS(C)(=O)=O)c1ccccc1	-4.2%	1.5%	-1.3%	8.0%	2.8%	-5.4%	-3.5%	8.9%
COc1cc2c(cc1C=O)OC(C)C2 (stereo not given)	-7.0%	6.0%	-6.5%	-3.0%	-13.2%	-1.7%	u	-21.5%
